NPR2 activator = GC-B (human) receptor activation | P20594 | AID 1920062 | 370,000 compounds, 0.11% hits | activation, % at 10 µM | HEK293-GC-B cells, CNP EC30, cGMP TR-FRET; 0% at EC30 CNP, 100% saturating CNP;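 active means activation at 10 µM reaching about 35% in either raw or pattern-adjusted values, limit read from the data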
Target sequence (P20594 whole entry, looked up): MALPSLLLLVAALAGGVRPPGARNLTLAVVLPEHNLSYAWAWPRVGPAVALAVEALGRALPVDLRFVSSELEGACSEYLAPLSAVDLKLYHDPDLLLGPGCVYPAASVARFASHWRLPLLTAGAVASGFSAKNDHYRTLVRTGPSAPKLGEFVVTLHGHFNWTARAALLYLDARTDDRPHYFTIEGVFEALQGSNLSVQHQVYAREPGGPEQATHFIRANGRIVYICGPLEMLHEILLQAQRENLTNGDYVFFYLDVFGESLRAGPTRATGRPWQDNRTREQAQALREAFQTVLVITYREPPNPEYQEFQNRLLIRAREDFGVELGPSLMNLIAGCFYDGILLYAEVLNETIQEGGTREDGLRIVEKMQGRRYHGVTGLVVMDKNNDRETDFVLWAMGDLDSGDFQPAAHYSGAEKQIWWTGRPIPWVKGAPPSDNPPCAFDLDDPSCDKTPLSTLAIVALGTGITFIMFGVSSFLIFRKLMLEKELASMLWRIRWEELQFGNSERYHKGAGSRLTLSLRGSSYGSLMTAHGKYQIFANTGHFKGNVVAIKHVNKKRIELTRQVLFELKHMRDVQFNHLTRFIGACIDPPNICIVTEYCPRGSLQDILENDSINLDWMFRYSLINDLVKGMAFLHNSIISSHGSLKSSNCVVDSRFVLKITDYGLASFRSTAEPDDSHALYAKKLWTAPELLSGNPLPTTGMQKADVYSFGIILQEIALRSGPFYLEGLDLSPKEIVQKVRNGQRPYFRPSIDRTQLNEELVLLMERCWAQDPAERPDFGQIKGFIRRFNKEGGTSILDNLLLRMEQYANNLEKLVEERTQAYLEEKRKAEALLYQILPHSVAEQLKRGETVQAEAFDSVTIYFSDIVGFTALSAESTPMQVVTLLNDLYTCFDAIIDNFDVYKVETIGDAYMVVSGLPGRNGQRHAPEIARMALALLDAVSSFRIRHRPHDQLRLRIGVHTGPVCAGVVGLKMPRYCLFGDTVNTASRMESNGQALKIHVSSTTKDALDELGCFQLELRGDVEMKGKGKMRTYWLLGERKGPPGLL
proKLK7 act = proKLK7 (human) activation, primary screen; purified proKLK7, EDANS-DABCYL substrate fluorescence; 100% is mature enzyme control, 0% vehicle; activation, % at 7 µM; 370,000 compounds, 0.9% hits;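 active means activation above the mean of all tested compounds plus 3 SD, computed per campaign excluding outliers beyond control limits, cut at about 13% in these data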
DAX1 inh-1 = blocks DAX1 repression of SF-1 activated StAR promoter | 370,000 compounds, 1.1% hits | HEK293T StAR-luciferase reporter, SF-1/DAX-1 repression relief | AID 652010 | inhibition, % at 6.8 µM;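 active means inhibition above the mean over all tested compounds plus 3 SD, cut at about 3.6% in these data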;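 further: 0% = DAX-1 cells with DMSO and 100% = cells lacking DAX-1 with DMSO; higher inhibition means more luminescence from relief of DAX-1 repression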
GAA850 FXN act = frataxin GAA850 promoter activation. HEK293 lucGAA850 FXN promoter luciferase reporter, 24 h; percent of 10 µM SAHA response. activation, % at 6 µM. 360,000 compounds, 0.56% hits. AID 540364;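 active means activation above the average of all compounds screened plus 3 SD, cutoff fixed separately per campaign, cut at about 7.5% in these data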;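 further: 0% = DMSO wells and 100% = 10 µM SAHA wells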
hgDAF12 agonist = activates the H. glycines DAF-12 receptor ligand-binding domain. HEK293 GAL4-hgDAF12 UAS-luciferase reporter, agonist luminescence; normalized to butyrate control. activation, % at 6.8 µM. 370,000 compounds, 1.8% hits;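 active means activation above a cutoff set at the mean of all screened compounds plus 3 SD, cut at about 10% in these data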;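 further: 0% = DMSO wells and 100% = sodium butyrate wells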
GC-A act = GC-A (human) enzyme activation | HEK293 GC-A cells, cGMP TR-FRET, EC30 ANP; 0% at EC30 ANP, 100% saturating ANP | activation, % at 10 µM | 370,000 compounds, 0.14% hits | AID 1671463; in the data active means activation above about 40%
HGIII-sPLA2 inh = Blocks human group III sPLA2 activity | Q9NZ20 | QFRET BODIPY PC-A2 liposome hydrolysis, fluorescence | inhibition, % at 12.2 µM | 370,000 compounds, 0.56% hits;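 active means inhibition above mean plus 3 SD of compounds lying within the high and low control bounds, cut at about 19% in these data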;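 further: 0% = median of test compound wells and 100% = no enzyme DMSO wells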
ssDAF-12 act = S. stercoralis DAF-12 activation, primary screen | HEK293 ssDAF-12/GRIP1 lit1-tk-luc reporter, luminescence; % of 3 µM dafachronic acid response | activation, % at 6.8 µM | 370,000 compounds, 1% hits | AID 652126;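 active means activation above the mean over all tested compounds plus 3 SD, cut at about 0.9% in these data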;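 further: 0% = DMSO-only wells and 100% = 3 µM delta7-dafachronic acid wells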
hcDAF12 agonist = H. contortus DAF-12 activation, primary screen. AID 652067. 370,000 compounds, 1.4% hits. HEK293 hcDAF-12 lit1-tk-luc reporter, luminescence; 0% DMSO, 100% Δ7-dafachronic acid. activation, % at 6.8 µM;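 active means activation above the mean of all tested compounds plus 3 SD, cut at about 5.5% in these data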;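 further: 100% = response to 3 µM Δ7-dafachronic acid high control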
SMARCA2 act = activators of SMARCA2 function; activation, % at 9.1 µM; 370,000 compounds, 1% hits; MG213 cells, MMTV-luciferase reporter, dexamethasone, overnight; in the data active means activation above about 7.8%;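 further: 0% = vehicle wells and 100% = reference activator wells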
DAX1 inh-2 = inhibitors of human orphan nuclear receptor DAX1 (NR0B1) | inhibition, % at 6.75 µM | 340,000 compounds, 0.99% hits | HEK293 Gal4-DAX1 luciferase reporter, luminescence | AID 504766 | P51843;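 active means inhibition above the mean over all tested compounds plus 3 SD, cut at about 4.2% in these data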;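 further: 0% = DAX1-transfected cells with DMSO and 100% = empty-vector control cells with DMSO; inhibition shows as a rise in luminescence from relieved DAX1 repression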
An asterisk follows results filed as active; . = no result given.

SMILES	NPR2 activator	proKLK7 act	DAX1 inh-1	GAA850 FXN act	hgDAF12 agonist	GC-A act	HGIII-sPLA2 inh	ssDAF-12 act	hcDAF12 agonist	SMARCA2 act	DAX1 inh-2
COc1ccc(CNC(=O)CCc2ccc(S(=O)(=O)N3CCCCCC3)cc2)cc1	-4	-0.6	-1.9	1.7	-2.7	1	-5	-1.0	-1.3	-2	0.8
O=C(Nc1ccc(C2CC2(Cl)Cl)cc1)c1ccccc1Br (stereo not given)	-4	0.4	0.1	3.4	6.0	-2	6	-0.9	-0.9	1	2.8
CC1(C)OC2OC3C(CN)OC(c4ccccc4)OC3C2O1 (stereo not given)	0	0.7	0.4	1.1	2.1	1	2	-1.4	0.4	-4	0.0
O=C(Cn1cc(C(F)(F)F)ccc1=O)N/N=C/c1ccc(Cl)c(Cl)c1	-6	-0.2	-0.6	-1.6	0.8	4	-4	-0.8	-2.8	-3	0.6
N#CCC[C@@H]1CC[C@]2(CCCN(C(=O)c3ccno3)C2)O1	2	-0.1	0.6	.	0.6	0	3	-1.6	0.1	-1	.
COc1ccc(OC)c(CN2CCN(C(=O)c3cccc(S(=O)(=O)Nc4ccc(C)cc4)c3)CC2)c1	-4	-0.6	-2.5	0.6	-2.2	-4	-36	-1.7	-1.1	-1	-1.2
O=C(Cn1cnc2c(oc3ccccc32)c1=O)NCC1CCCO1 (stereo not given)	2	-0.2	1.3	3.0	4.1	1	10	-0.2	-2.3	-3	0.8
COC(=O)[C@]1(CNC(=O)c2cc(F)ccc2F)CC(=O)N(C)[C@@H]1c1ccccc1	3	-0.2	-0.4	.	-0.5	4	3	-0.8	0.1	-3	.
Cc1cccc(C(=O)NC(NCCc2ccccc2)C(Cl)(Cl)Cl)c1 (stereo not given)	.	0.3	0.7	-6.6	-5.0	.	6	-1.4	-3.0	-3	0.2
CC(=O)c1cccc(NC(=S)N2CCCC2)c1	4	-0.2	-0.4	1.6	-2.2	1	4	-0.2	-0.1	0	0.1
CCc1ccc(CN2CCCC(C(=O)Nc3ccccc3-c3ccc(OC)cc3)C2)o1 (stereo not given)	-18	0.3	-0.3	-1.6	0.3	-40	-8	-0.6	-0.9	0	0.8
O=c1[nH]c(C(Cl)(Cl)Cl)nc2ccc3ccccc3c12	-2	-0.1	0.1	2.5	1.3	2	-11	-0.5	1.6	-2	-0.6
CCOCc1nnc(NC(=O)C2c3ccccc3Oc3ccccc32)s1	1	-0.5	-0.3	0.4	-5.2	5	-10	-1.0	-0.7	-2	0.0
N#Cc1cc2c(=O)n3ccccc3nc2n(-c2ccc(Cl)cc2)c1=O	-9	3.3	0.4	1.1	-0.3	2	3	-0.4	-0.1	-2	1.7
Cc1ccc(S(=O)(=O)N2CCCC2CNC(=O)C(=O)Nc2ccccc2)cc1 (stereo not given)	1	0.5	-0.7	-0.6	-1.9	-1	4	-1.4	0.6	-4	-1.8
Cc1cc(C(F)(F)F)c2c(n1)sc1c(O)cc(=O)[nH]c12	-1	0.9	0.7	1.3	3.0	0	1	-1.8	0.0	7	0.1
O=S(=O)(c1ccc(Br)cc1)N1CCN=C1SCc1cccc(F)c1	-3	-0.7	2.7	1.5	-3.5	-3	3	-0.7	-2.0	0	0.3
O=C(N/C(=C/c1ccco1)C(=O)N1CCc2ccccc21)c1ccco1	1	0.5	0.3	1.2	1.1	-2	-7	-0.8	0.9	1	-0.2
CCC(C)Sc1ccc([C@H]2N[C@@](CC(C)C)(C(=O)OC)[C@H]3C(=O)N(CC)C(=O)[C@@H]23)cc1 (stereo not given in full)	-6	0.1	0.3	-0.1	-0.6	0	1	-1.1	-1.4	-2	0.5
Cc1ccc(-c2nc3cc(C)c(Br)c(C)n3c2Cc2cccc(F)c2)cc1	3	-0.7	5.7*	.	13*	-5	-17	1.9*	6.2*	3	.
Cc1cc(=O)oc2cc(OCC(=O)NCCc3c[nH]c4ccc(F)cc34)ccc12	-7	-0.3	-0.1	1.0	2.4	-25	-10	-1.1	0.7	-1	0.3
COc1ccc(OCC(=O)Nc2cccc(-c3nc4ccccc4o3)c2)cc1	-7	1.2	1.1	0.3	3.7	-2	-6	-1.6	-1.5	0	0.1
CCOC(=O)C1(Cc2ccccc2C)CCCN(C(=O)CN2CCCCC2=O)C1 (stereo not given)	2	0.5	0.3	1.8	1.4	-1	-1	-1.1	-0.8	-1	0.6
NN/C(=C\[N+](=O)[O-])Nc1ccc(Cl)cc1	-11	-0.2	0.6	5.5	2.1	2	-28	-1.5	3.1	-2	-0.7
CN(C)c1cccc(C(=O)Nc2ccc(N3CCOCC3)cc2)c1	1	0.0	-0.4	-0.5	4.0	0	4	-1.6	0.2	0	-0.4

Only ssDAF-12 act, hcDAF12 agonist and DAX1 inh-1, for 2 of the compounds above:
| Compound | ssDAF-12 act | hcDAF12 agonist | DAX1 inh-1 |
| --- | --- | --- | --- |
| N#CCC[C@@H]1CC[C@]2(CCCN(C(=O)c3ccno3)C2)O1 | -1.6 | 0.1 | 0.6 |
| Cc1cc(C(F)(F)F)c2c(n1)sc1c(O)cc(=O)[nH]c12 | -1.8 | 0.0 | 0.7 |

Other entries follow:
SMILES	NPR2 activator	proKLK7 act	DAX1 inh-1	GAA850 FXN act	hgDAF12 agonist	GC-A act	HGIII-sPLA2 inh	ssDAF-12 act	hcDAF12 agonist	SMARCA2 act	DAX1 inh-2
CC(=O)OC(C)[C@H]1CC[C@H]2[C@@H]3CC[C@H]4C[C@@H](OC(C)=O)CC[C@]4(C)C3=CC[C@]12C (stereo not given in full)	-5	0.7	-0.2	0.7	0.3	-1	4	-1.0	-1.4	-1	-0.2
Cc1c(NC(=O)c2cc(=O)[nH]c(=O)[nH]2)c(=O)n(-c2ccccc2)n1C	5	0.2	0.4	-0.7	-2.4	-1	12	-1.0	-1.5	-3	1.3
CCCCn1c2ccccc2c2nnc(SCCN3CCCCC3)nc21	7	0.0	0.8	4.2	1.3	5	-11	-1.0	-0.3	7	-2.2
CCc1ccc(Nc2n[n+](-c3ccccc3)c(-c3ccc(OCc4ccccc4)cc3)s2)cc1	-8	-0.9	-2.1	-2.7	-0.6	-3	4	-1.9	-3.6	-3	-0.5
CCOc1ccc(-c2nnc(Nc3ccc(OC)c(C(=O)N4CCCCC4)c3)c3ccccc23)cc1	7	-1.3	-0.6	-0.3	-2.0	6	-3	-1.8	-0.3	-1	-1.2
Cc1ccc(C)c(S(=O)(=O)Nc2ccc3[nH]c(=O)[nH]c3c2)c1	1	-0.3	0.1	-1.5	-1.8	4	-3	-0.8	1.0	0	-1.2
Cc1cc(C(=O)COC(=O)CC2Sc3ccccc3NC2=O)c(C)n1-c1ccc2c(c1)OCO2 (stereo not given)	0	-0.5	-0.5	2.4	3.7	-3	-10	-0.8	1.7	1	-1.1
O=C(NCC(c1ccc(F)cc1)N1CCOCC1)c1cccc(Br)c1 (stereo not given)	-15	-0.8	1.1	-2.6	1.4	-19	-8	-1.5	0.2	-1	-0.7
CC(C)(C)n1ncc2c(=O)n(Cc3c(F)cccc3Cl)cnc21	40*	0.5	0.6	1.3	-0.1	28	-2	-1.5	-1.1	0	0.1
COC(=O)COc1ccc(/C=C2/SC(=O)N(CC(=O)N3CCCC3)C2=O)cc1Br	1	0.0	-0.2	0.2	-3.8	2	5	-1.0	-2.1	-4	-0.5
Cc1ccc(C(=O)C2CCN(C(=S)NCC3CCCO3)CC2)cc1 (stereo not given)	-7	0.5	-0.5	1.5	2.6	-5	13	-2.3	-1.1	-3	0.1
COc1ccc(CCNC(=O)CSc2nc(O)cc(=O)[nH]2)cc1OC	5	0.2	-0.5	1.1	3.5	2	1	-0.7	1.4	1	1.4
COc1cccc(CNC(=O)[C@@H]2CCCN2C(=O)[C@H]2CCCCN2C(=O)OC(C)(C)C)c1	0	0.5	-1.3	.	-0.5	-1	2	-0.6	-0.2	-9	.
CCN(C(=O)COC(=O)c1cccc(S(=O)(=O)NCc2ccccc2)c1)c1ccccc1	3	0.0	-0.9	-1.3	-0.6	2	-20	-1.1	-0.7	-4	-1.6
CCOC(=O)c1c(S(=O)(=O)Nc2cccc(-c3ccno3)c2)c(C)n(C)c1C	1	-0.5	0.1	3.2	2.5	1	-7	-1.3	-2.6	-2	-0.1
COc1ccc(CNC(=O)[C@@H](Cc2ccccc2)NC(=O)CC[C@H]2O[C@@H](n3ccc(=O)[nH]c3=O)[C@H](O)[C@@H]2O)cc1	7	0.2	1.0	.	-1.8	0	-5	-0.9	0.0	-2	.
O=C(COC(=O)c1ccc(N2CCCC2=O)cc1)NCc1ccco1	-4	0.0	1.0	0.4	0.7	1	0	-1.5	-1.3	-1	0.5
CC(C)(C)NC(=O)N1CCC(CO)(Cc2ccccc2Cl)CC1	-4	-0.3	0.2	-0.9	0.2	0	1	-1.8	0.8	-3	-0.7
Cc1ccccc1NC(=O)C1CCN(C(=O)N2CCOc3ccccc32)CC1	0	-0.2	0.9	-3.4	-1.2	0	-6	-0.7	-2.1	0	0.4
N/C(=N\OC(=O)C(c1ccccc1)c1ccccc1)c1ccccn1	-8	0.1	-0.2	0.6	2.4	-1	-7	-0.7	0.5	2	1.0
CCOc1ccc(Cn2nnc(C(=O)NCCc3ccccc3)c2N)cc1	3	-1.6	0.8	-2.9	7.1	1	6	-0.9	-1.7	-2	4.4*
Cc1ccccc1-n1ccnc1SCC(=O)Nc1cccc(S(=O)(=O)NC2=NCCC2)c1	3	-0.4	-0.8	-2.1	-0.2	-1	-14	-1.3	-0.7	0	-0.2
COC/C=C/C1=CC2=CC(=O)C(C)(OC(=O)c3cnc4ccccc4n3)C(=O)C2=CN1CCCOC(C)C (stereo not given)	2	1.6	0.7	3.3	1.5	-2	-8	-0.5	-0.3	-1	-0.1
COCCNC(=O)/C(C#N)=C/c1cc(C)n(-c2ccc(C)cc2)c1C	1	1.1	3.4	5.4	22*	-7	2	0.0	6.1*	4	0.4
Cc1ccc[n+](CC(=O)Nc2ccc(Cl)c([N+](=O)[O-])c2)c1	5	-0.5	-0.7	0.8	1.6	7	3	0.0	-0.7	-2	0.5
Next part
SMILES	NPR2 activator	proKLK7 act	DAX1 inh-1	GAA850 FXN act	hgDAF12 agonist	GC-A act	HGIII-sPLA2 inh	ssDAF-12 act	hcDAF12 agonist	SMARCA2 act	DAX1 inh-2
COc1cccc(N2CCN(C(=O)C3CCN(S(=O)(=O)c4ccc5c(c4)CC(C)N5C(C)=O)CC3)CC2)c1 (stereo not given)	0	1.1	-4.0	-2.2	-4.0	-3	-11	-1.5	-2.5	3	0.4
Cc1[nH]n(-c2ncc(-c3ccccc3)s2)c(=O)c1C(c1ccc(Cl)cc1)C(C#N)C#N (stereo not given)	5	-0.5	0.0	-1.6	-2.1	-5	9	-1.0	-2.4	-3	0.6
O=C(N/N=C/c1cccc(OC(=O)c2ccc([N+](=O)[O-])cc2)c1)c1cccnc1	1	0.6	0.4	0.3	0.5	-4	0	-1.0	-0.8	-1	1.3
Cc1ccc2[nH]c(=O)c3cc(C(=O)NCCN4CCN(C)CC4)sc3c2c1	-2	17*	0.3	0.9	-2.0	12	0	-1.5	3.4	0	0.7
Cc1c(C(=O)N(Cc2ccco2)Cc2cccs2)oc2ccccc12	-3	-0.5	1.0	3.1	1.6	-6	-8	1.1*	-0.2	3	5.5*
CCOC(=O)CSc1ncnc2c1cnn2-c1ccc(Cl)cc1	-10	0.5	0.0	-4.0	-0.6	28	6	-0.2	-0.7	0	-0.3
